# Screening results: PubChem BioAssay, Broad Institute
# PAX8 inh HTS = lowers PAX8-driven luciferase in RMG-I cells; RMG-I TPO-luciferase reporter, SteadyGlo, 24 h; inhibition, % at 12.6 µM; 360,000 tested, 1.2% active;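 active means mean replicate inhibition at least 60% with every replicate also reaching 60%; inconclusive means only one of the two criteria is met; inactive means mean below 60% and not all replicates reaching 60%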;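 further: luciferase light reporting Pax8 driven TPO promoter activity; plate controls were median of neutral control wells for no effect and mitoxantrone controls for full effect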
# DENV2 CPE rescue = protects cells from dengue virus 2 cytopathic effect; 350,000 tested, 1.7% active; DENV2-infected cells, cytopathic effect rescue, plate reader; CPE inhibition, % at 9.99 µM; in the data active means CPE inhibition above about 20%, passing the limit was not always enough; inconclusive means no clear call, values can overlap the other calls; tested in BHK-21 cells;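 further: 0% = median of neutral control wells and 100% = median of positive control wells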
# Casp6 inh = caspase-6 (human) enzyme inhibition. P55212. 350,000 tested, 0.53% active. purified caspase-6, Z-VEID-R110 cleavage fluorescence. inhibition, % at 12.5 µM;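 active means mean inhibition across replicates at least about 35%, with every replicate also reaching that limit, limit read from the data; inconclusive means only one of the two criteria met; inactive means neither criterion met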;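 further: 0% = median of neutral control wells and 100% = no fluorescence left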
# Target sequence (P55212 24-179 limits assumed): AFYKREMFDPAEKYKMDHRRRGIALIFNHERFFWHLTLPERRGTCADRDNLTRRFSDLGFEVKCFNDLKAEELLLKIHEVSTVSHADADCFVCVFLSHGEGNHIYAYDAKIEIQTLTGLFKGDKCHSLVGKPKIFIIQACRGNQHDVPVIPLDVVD
# Target sequence (P55212 194-293 limits assumed): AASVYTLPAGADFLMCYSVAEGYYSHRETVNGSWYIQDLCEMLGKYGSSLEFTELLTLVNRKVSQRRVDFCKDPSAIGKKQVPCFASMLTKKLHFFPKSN
# SIRT5 inh = inhibitors of human sirtuin-5 desuccinylase. Purified SirT5, succinyl-peptide AMC, trypsin-coupled fluorescence. inhibition, % at 15 µM. 330,000 tested, 1.1% active. AID 652115; in the data active means inhibition above about 15%; inconclusive means no clear call, values can overlap the other calls
# Target sequence (Q9NXA8 whole entry, looked up): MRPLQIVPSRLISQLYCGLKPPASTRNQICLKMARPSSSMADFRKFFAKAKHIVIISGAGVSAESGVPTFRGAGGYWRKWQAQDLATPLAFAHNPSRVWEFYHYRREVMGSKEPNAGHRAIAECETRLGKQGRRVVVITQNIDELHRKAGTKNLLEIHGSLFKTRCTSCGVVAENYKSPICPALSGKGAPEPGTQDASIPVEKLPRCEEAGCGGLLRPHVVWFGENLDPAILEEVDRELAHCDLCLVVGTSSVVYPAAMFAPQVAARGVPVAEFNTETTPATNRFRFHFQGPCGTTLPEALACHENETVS
# LGR2 inh = blocks bursicon-induced cAMP signaling via Drosophila LGR2; HEK293 LGR2, CRE-luciferase, bursicon-stimulated, 4 h; inhibition, % at 9.99 µM; 380,000 tested, 0.35% active; AID 720647;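 active means drop in luminescence signal, shown as inhibition above about 50% in the replicate tests, limit read from the data, passing the limit was not always enough; inconclusive means probably only some replicates passing the limit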;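 further: agonist challenge used bursicon conditioned medium at about half maximal strength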
# EWS-Fli block = blocks EWS/Fli oncoprotein-driven transcription; A673 NR0B1-luciferase reporter, viability-normalised; inhibition, % at 12.6 µM; 350,000 tested, 0.67% active; AID 651661;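 active means mean inhibition of at least 50% after viability correction, with every replicate also passing that limit; inconclusive means mean reaches 50% but only one of two replicates passes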;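 further: firefly luciferase signal divided by Alamar Blue viability fluorescence both relative to DMSO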
# ARNT TACC3 PPI = disruptors of human ARNT/TACC3 interaction; AlphaScreen His-ARNT PAS-B/GST-TACC3 binding, luminescence; TACC3 fragment carries E629A point mutation; inhibition, % at 9.99 µM; 390,000 tested, 0.66% active; AID 623870;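 active means mean inhibition of replicates at least 50% and at least half of replicates each reaching 50%; inconclusive means half or more replicates reach 50% but mean below 50%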;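 further: 0% = complete ARNT plus TACC3 wells and 100% = ARNT alone without TACC3; many hits fall short of the cut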
# * marks the source's active call; other numbers are inactive results; ? = inconclusive; . = no result given.
compound,PAX8 inh HTS,DENV2 CPE rescue,Casp6 inh,SIRT5 inh,LGR2 inh,EWS-Fli block,ARNT TACC3 PPI
COc1ccc(C2CN(C)CC2C(=O)c2ccc(F)cc2)cc1Cl (stereo not given),2,-3,12,-2,8,7,4
CC1CCCCN1CC(=O)c1ccc2cc[nH]c2c1 (stereo not given),-10,4,3,1,8,1,1
CCCN1[C@@H]2Cn3c(ccc(-c4ccc(OC)cc4)c3=O)[C@H]1[C@@H](C(=O)OC)[C@@H]2CO,-9,2,1,-58,5,-6,-1
CCC(C)N1C(=O)/C(=C\c2cnc(N(C)C)nc2)C(=O)NC1=S (stereo not given),10,-2,8,1,.,-3,38
O=C(CN1CC=C(c2ccccc2)CC1)NC(=O)NC1CCCCC1,-20,0,-2,-2,16,-20,5
O=C(O)C1C2CCC(O2)C1C(=O)NC1CCCCC1 (stereo not given),-4,4,0,5,.,-4,-10
NC(Cc1ccccc1)c1csc(Nc2ccccn2)n1 (stereo not given),5,0,0,-2,-21,-60,.
CC[n+]1c(/C=C/C=C/c2ccc(N(C)C)cc2)sc2ccccc21,80*,-11,0,1,36,23,48*
COc1ccccc1N1CCN(Cc2ccccc2)CC1,24,?,1,-3,-7,2,-1
CN1CCC(N(C)c2ccc(C(N)=O)cc2[N+](=O)[O-])CC1,11,?,-11,3,8,-2,-1
C[C@H]1CCC[C@H](O)CCCCCc2cc(O)cc(O)c2C(=O)O1,1,-4,0,-2,0,-7,-1
CN1CCN(c2ccc([N+](=O)[O-])c(NCc3ccco3)c2)CC1,13,.,.,.,-3,.,18
O=C(Cc1ccccn1)N1CCCCN2[C@H](C1)[C@@H](c1ccc(C#Cc3ccccc3)cc1)[C@@H]2CO,10,-6,-3,1,-8,-7,10
CCOC(=O)c1nc2ccccc2c(=O)n1-c1ccc(C)cc1C,-2,.,.,.,-6,.,34
CCCC#Cc1ccc([C@@H]2[C@@H](CO)N3CCCCN(C(=O)Cc4ccccn4)C[C@@H]23)cc1,2,-1,-6,0,4,10,-1
CCOc1c(Cl)cc(CNCCc2c[nH]c3ccccc23)cc1OC,19,?,-13,1,7,2,18
O=C(O)CC[N+](=O)[O-],7,11,2,-2,15,-2,-5
C/C=C/c1ccc([C@H]2[C@@H](CO)N3CCCCN(C(=O)Cc4cccnc4)C[C@H]23)cc1,-2,10,2,0,-17,3,-3
COc1ccc(NC(=O)c2cc([N+](=O)[O-])ccc2N2CCNCC2)cc1,35,2,0,0,-35,9,-6
O=C(Cc1ccncc1)N1CCCCN2[C@H](CO)[C@@H](c3ccc(C#CC4(O)CCCC4)cc3)[C@@H]2C1,6,-8,13,-7,-12,.,2
CC(C(O)c1ccccc1)N(C)CCn1cnc2c1c(=O)n(C)c(=O)n2C (stereo not given),15,-2,0,.,10,-7,-8
C[C@]12CCC(=O)C=C1CCC1C2CC[C@@]2(C)C1CC[C@]2(C)O (stereo not given in full),-11,-10,0,-3,-7,-2,4
CCOC(=O)c1ccc(NC(=O)N2CC3CC(C2)c2cccc(=O)n2C3)cc1 (stereo not given),2,-5,-3,-1,-48,5,-13
O=P(NCc1ccccc1)(Oc1ccccc1)Oc1ccccc1,-27,-2,0,0,22,4,22

# Part of the list above in order of molecular weight, low to high:
compound,PAX8 inh HTS,DENV2 CPE rescue,Casp6 inh,SIRT5 inh,LGR2 inh,EWS-Fli block,ARNT TACC3 PPI
O=C(O)CC[N+](=O)[O-],7,11,2,-2,15,-2,-5
O=C(O)C1C2CCC(O2)C1C(=O)NC1CCCCC1 (stereo not given),-4,4,0,5,.,-4,-10
COc1ccccc1N1CCN(Cc2ccccc2)CC1,24,?,1,-3,-7,2,-1
CN1CCC(N(C)c2ccc(C(N)=O)cc2[N+](=O)[O-])CC1,11,?,-11,3,8,-2,-1
NC(Cc1ccccc1)c1csc(Nc2ccccn2)n1 (stereo not given),5,0,0,-2,-21,-60,.
C[C@]12CCC(=O)C=C1CCC1C2CC[C@@]2(C)C1CC[C@]2(C)O (stereo not given in full),-11,-10,0,-3,-7,-2,4
CN1CCN(c2ccc([N+](=O)[O-])c(NCc3ccco3)c2)CC1,13,.,.,.,-3,.,18
CCOC(=O)c1nc2ccccc2c(=O)n1-c1ccc(C)cc1C,-2,.,.,.,-6,.,34
CCC(C)N1C(=O)/C(=C\c2cnc(N(C)C)nc2)C(=O)NC1=S (stereo not given),10,-2,8,1,.,-3,38
CC[n+]1c(/C=C/C=C/c2ccc(N(C)C)cc2)sc2ccccc21,80*,-11,0,1,36,23,48*
O=P(NCc1ccccc1)(Oc1ccccc1)Oc1ccccc1,-27,-2,0,0,22,4,22
CCOc1c(Cl)cc(CNCCc2c[nH]c3ccccc23)cc1OC,19,?,-13,1,7,2,18
CC(C(O)c1ccccc1)N(C)CCn1cnc2c1c(=O)n(C)c(=O)n2C (stereo not given),15,-2,0,.,10,-7,-8
CCOC(=O)c1ccc(NC(=O)N2CC3CC(C2)c2cccc(=O)n2C3)cc1 (stereo not given),2,-5,-3,-1,-48,5,-13
C/C=C/c1ccc([C@H]2[C@@H](CO)N3CCCCN(C(=O)Cc4cccnc4)C[C@H]23)cc1,-2,10,2,0,-17,3,-3
CCCN1[C@@H]2Cn3c(ccc(-c4ccc(OC)cc4)c3=O)[C@H]1[C@@H](C(=O)OC)[C@@H]2CO,-9,2,1,-58,5,-6,-1
CCCC#Cc1ccc([C@@H]2[C@@H](CO)N3CCCCN(C(=O)Cc4ccccn4)C[C@@H]23)cc1,2,-1,-6,0,4,10,-1
O=C(Cc1ccccn1)N1CCCCN2[C@H](C1)[C@@H](c1ccc(C#Cc3ccccc3)cc1)[C@@H]2CO,10,-6,-3,1,-8,-7,10
O=C(Cc1ccncc1)N1CCCCN2[C@H](CO)[C@@H](c3ccc(C#CC4(O)CCCC4)cc3)[C@@H]2C1,6,-8,13,-7,-12,.,2

# Following part.
compound,PAX8 inh HTS,DENV2 CPE rescue,Casp6 inh,SIRT5 inh,LGR2 inh,EWS-Fli block,ARNT TACC3 PPI
CCc1nc2ccccc2c(=O)n1-c1ccccc1[N+](=O)[O-],2,.,.,.,-14,.,4
CC1CCCCN1Cc1cccnc1 (stereo not given),-13,13,-17,-5,-14,10,-3
CCOc1cc2c(cc1OCC)-n1cccc1C(c1ccc(C)cc1C)NC2 (stereo not given),4,0,0,2,21,14,10
CC[C@]12CCN(CC3(O)CC3)[C@H](Cc3ccc(O)cc31)C2(C)C,.,-12,-2,.,-4,3,.
O=C1NC(=O)N(Cc2ccco2)C(=O)/C1=C\c1cccn1CCOc1ccccc1,-16,5,61*,7,-5,1,-6
Cc1sc2c(c1C)C(c1cccs1)=NCC(=O)N2CC(=O)NCc1cccs1,.,-15,3,-9,6,.,9
CC(=NCCc1ccccc1)c1c(O)n(C)c(=O)n(C)c1=O,9,?,0,-2,14,10,-4
COc1cc2[nH]c(=O)n(-c3ccc(C)cc3)c(=O)c2cc1OC,.,.,-1,-6,-5,.,.
O=c1[nH]c(=S)n(-c2ccccc2)c(O)c1C=NCCN1CCNCC1,9,0,-58,-3,-14,-2,1
Cc1ccc(NC(=O)c2cc(-c3ccccc3)n(CCCN3CCOCC3)c2C)cc1,-2,0,1,-3,-2,8,.
CCC1(c2ccc(C)cc2)C(=O)NC(=S)NC1=O,-5,-1,2,2,-14,-4,.
COc1ccc(CNCCc2ccc(Cl)cc2)c(OC)c1OC,-6,8,-2,-6,2,2,3
Cc1ccc(S(=O)(=O)Oc2ccccc2C=C2C(=O)NC(=O)NC2=O)cc1,-34,?,3,-1,-11,-27,.
CC(C)N1CCN(Cc2cccc([N+](=O)[O-])c2)CC1,10,-8,0,2,26,11,-7
CCN1C[C@]2(COC)CC[C@H](OC)[C@@]34C1[C@]1(OCO[C@@]15C[C@H](OC)[C@H]1C[C@@H]3[C@@H]5[C@H]1OC)[C@@H](O)[C@H]24,-18,4,4,-3,.,-5,-3
CC(=O)OC1CC[C@]2(C#N)[C@H]3CC[C@]4(C)[C@H](C5C=CC(=O)O5)CCC4(O)C3CCC2(O)C1 (stereo not given in full),-18,3,-1,-4,7,18,3
Cn1c(O)c(C=NCCN2CCNCC2)c(=O)[nH]c1=O,-5,-2,-7,0,-3,10,.
CC(=NCc1ccco1)c1c(O)n(-c2ccc(Cl)cc2)c(=O)[nH]c1=O,-15,-1,-3,2,-1,5,3
Cc1cc(Br)c(NC(=O)CN2CC=C(c3ccccc3)CC2)c(Br)c1,-6,4,-4,2,7,4,-10
O=C(Cc1ccccn1)N1CCCCN2[C@H](CO)[C@H](c3ccc(-c4ccccc4)cc3)[C@@H]2C1,-1,18,-2,-2,-20,-4,-1
COC(=O)C1=C(c2ccc(OC)c(OC)c2)C[C@@H]2CC[C@H]1N2C(=O)NCCO,-12,?,-3,-3,18,-7,-5
COc1ccc(-n2nnnc2C(CCSC)N2CCC3(CC2)C(=O)NCN3c2ccccc2)cc1 (stereo not given),5,2,1,4,14,3,.
COC(=O)[C@@H]1[C@@H](CO)[C@@H]2Cn3c(cccc3=O)[C@H]1N2C(=O)C1CCC1,.,2,2,0,.,-7,9
Oc1ccc(Cl)c(Cl)c1,.,-6,-4,.,-1,3,.
Clc1ccc(C(Cn2ccnc2)OCc2csc3c(Cl)cccc23)c(Cl)c1 (stereo not given),5,19,1,1,29,20,-23
CC=Cc1ccc2n(c1=O)C[C@H]1[C@H](CO)[C@@H](C(=O)O)[C@@H]2N1S(=O)(=O)c1ccccc1F (mixture of isomers),2,0,-1,-3,-16,-13,3
COc1ccc(CC2(CCc3ccccn3)C(=O)NC(=O)N(c3ccccc3C)C2=O)cc1OC (stereo not given),-10,.,0,0,2,9,-5
CN(C)c1ccc(/C=C2\C(=O)NC(=O)N(CCc3ccc(F)cc3)C2=O)cc1,-17,-2,4,1,-7,1,13
O=C1C2C3CCC(O3)C2C(=O)N1c1cccc(F)c1 (stereo not given),0,0,3,-5,0,10,.
O=C(Cc1ccccc1)N1CCCCN2[C@H](CO)[C@H](c3ccc(C#CC4(O)CCCC4)cc3)[C@@H]2C1,7,6,-2,5,-1,8,1
COc1ccc(C=O)cc1O,-26,?,0,.,21,-2,0
CC12CC[C@H]3[C@@H](CCC4(O)C[C@H](O)CCC34/C=N/NC(=O)c3ccccc3[N+](=O)[O-])C1(O)CCC2C1=CC(=O)OC1 (stereo not given in full),-6,11,0,-4,-8,5,-7
O=C(CN1CC(c2ccccc2)CC1=O)Nc1cccc(F)c1 (stereo not given),3,?,0,-1,-8,-10,13
COc1ccc(CCn2c(O)c(C=Nc3ccc(NC(C)=O)cc3)c(=O)[nH]c2=O)cc1OC,-8,5,1,-8,-1,10,-5
COc1ccc(CN2C(=O)CC(=O)NC2=S)cc1,-4,1,22,11,13,7,-8

# The list is partial; the hit share may differ from the screen's.
